H37Rv inhibition: M. tuberculosis growth inhibition, HTS (AID 449762). M. tuberculosis H37Rv growth inhibition, 7H9 media; higher % means a stronger effect. inhibition, % at 25 µM; hits with a dose series show IC50 in µM. 330,000 tested, 0.59% active; in the data active = a potency from the dose series; inconclusive = inhibition above about 70% without an active follow-up result;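 note: bacterial growth assessed after seven days of incubation; strong numbers were not always called active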
VEEV TC-83 Vero: inhibitors of VEEV TC-83 cytopathic effect, confirmation, Vero cells (AID 588727) | inhibition, % at 20 µM, or IC50 in µM where a hit was titrated | Vero cells, VEEV TC-83 cytopathic effect inhibition; higher % means a stronger effect | 350,000 tested, 0.13% active; in the data active = a potency from the dose series; inconclusive = inhibition mostly from about 14% at the one dose, without a potency; inactive = the rest, 99 in 100 with inhibition below about 12%; note: strong numbers were not always called active
PhoP GFP inhibition: PhoP regulon inhibitors, Salmonella typhi PhoP promoter GFP reporter, confirmatory (AID 1850). 310,000 tested, 0.33% active. Salmonella Typhi PhoP-promoter GFP reporter, fluorescence, 4 h; higher % means a stronger effect. inhibition, % at 50 µM, or IC50 in µM where a hit was titrated; in the data active = a potency from the dose series; inconclusive = inhibition mostly from about 25% at the one dose, without a potency; inactive = the rest, 99 in 100 with inhibition below about 19%;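 note: 0% = induced wells with vehicle and 100% = uninduced wells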
tuberculosis growth: growth inhibition of non-replicating M. tuberculosis (AID 488890); Mycobacterium tuberculosis non-replicating, growth inhibition; higher % means a stronger effect; one-dose inhibition, % at 25 µM; IC50 in µM for titrated hits; 320,000 tested, 0.39% active; in the data active = a potency from the dose series; inconclusive = inhibition mostly from about 82% at the one dose, without a potency; inactive = the rest, 99 in 100 with inhibition below about 76%;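 note: plate controls were DMSO cells for no effect and high antibiotic wells for full effect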
influenza NS1A: H1N1 influenza NS1A inhibitors, functional cell based assay (AID 504329); NS1A functional cell-based assay, percent inhibition; higher % means a stronger effect; inhibition, % at 12.5 µM; hits with a dose series show IC50 in µM; 340,000 tested, 0.3% active; in the data active = a potency from the dose series; inconclusive = inhibition above about 27% without an active follow-up result; note: strong numbers were not always called active
VEEV TC-83 Vero 10K pilot screen: recorded beside VEEV TC-83 Vero, whose call it bears; inhibition, %; measured here: 10K pilot screen inhibition
* marks the source's active call; other numbers are inactive results; i = inactive; ? = inconclusive; . = no result given. No enrichment for hits; about 1.4% have a hit in one of these screens.

The first 3 records (preview)
SMILES	H37Rv inhibition	VEEV TC-83 Vero	PhoP GFP inhibition	tuberculosis growth	influenza NS1A	others
C[C@H](CO)N1C[C@H](C)[C@@H](CN(C)S(=O)(=O)c2ccccc2)Oc2ccc(NS(=O)(=O)c3ccc(F)cc3)cc2C1=O	0%	1.7%	.	32%	7%	VEEV TC-83 Vero 10K pilot screen=2.8
O=C(CC1CCCCC1)N1CCC(c2nc(-c3ccc(S(=O)(=O)N4CCCC4)cc3)no2)CC1	21%	i	-5%	70%	7%
Cc1nc(-c2ccc(S(=O)(=O)NCc3cccnc3)s2)cs1	-9%	i	18%	5%	-3%

The list itself, from the start:
SMILES	H37Rv inhibition	VEEV TC-83 Vero	PhoP GFP inhibition	tuberculosis growth	influenza NS1A	others
C[C@H](CO)N1C[C@H](C)[C@@H](CN(C)S(=O)(=O)c2ccccc2)Oc2ccc(NS(=O)(=O)c3ccc(F)cc3)cc2C1=O	0%	1.7%	.	32%	7%	VEEV TC-83 Vero 10K pilot screen=2.8
O=C(CC1CCCCC1)N1CCC(c2nc(-c3ccc(S(=O)(=O)N4CCCC4)cc3)no2)CC1	21%	i	-5%	70%	7%
Cc1nc(-c2ccc(S(=O)(=O)NCc3cccnc3)s2)cs1	-9%	i	18%	5%	-3%
O=C(N/N=C/C=C/c1ccco1)c1cnccn1	0%	1.7%	-1%	.	.
O=C(COc1ccc(S(=O)(=O)N2CCCC2)cc1Cl)Nc1ccc2c(c1)OCO2	7%	0.4%	6%	5%	0%
N=c1ccn(Cc2ccc(Cl)cc2Cl)cc1	-2%	i	23%	-19%	-2%
CC(=NNc1ccc([N+](=O)[O-])cn1)c1ccc(N)cc1	.	3.0%	.	.	12%
CC(C)CNC(=O)COC(=O)CCC(=O)c1ccc(Cl)cc1	6%	0.9%	12%	40%	-1%
NS(=O)(=O)c1cccc(NC(=O)Cn2cnc3ccccc3c2=O)c1	-5%	2.2%	-1%	2%	3%
Cc1ccc(-n2nnnc2CS(=O)(=O)c2ccccc2)c(C)c1	-1%	5.8%	-17%	15%	-10%
COc1cc(Cl)c(S(=O)(=O)N2CCN(Cc3ccc4c(c3)OCO4)CC2)cc1Cl	-2%	0.0%	-12%	8%	-1%
CCSc1nsc(NC(=O)Nc2ccccc2OC)n1	0%	1.6%	-1%	12%	0%
CC(OC(=O)Cc1n[nH]c(=O)c2ccccc12)C(=O)Nc1ccccc1[N+](=O)[O-] (stereo not drawn)	-2%	8.0%	-8%	-13%	-1%
O=C(C[n+]1ccc2ccccc2c1)Nc1cc(C(F)(F)F)ccc1Cl	4%	1.3%	2%	4%	0%
Cc1ccccc1NC(=O)CC1S/C(=N/c2nccs2)N(C)C1=O (stereo not drawn)	-1%	2.4%	-5%	-4%	2%
Cc1sc(C(=O)Nc2ccc3ccccc3c2)cc1CC(=O)O	-8%	0.6%	7%	-4%	-1%
Cc1ccc(C)c(NC(=S)NCC(c2cccnc2)N2CCOCC2)c1 (stereo not drawn)	-3%	i	-2%	8%	1%
CN1CCN(CCC(=O)Nc2ccc(C3CCCC3)cc2)CC1	0%	4.6%	11%	15%	-4%
O=C(OCC#CCSc1nnc(-c2ccccc2)o1)c1cc2ccccc2o1	?	3.8%	-14%	?	1%
CN(Cc1ccco1)S(=O)(=O)c1csc(C(N)=O)c1	2%	0.0%	-38%	-4%	-1%
Cc1cccc(NC(=O)Cn2cnc3ccccc3c2=O)c1C	-6%	0.6%	-3%	8%	2%
CCOc1nc(-c2ccc(OC)cc2)ccc1-c1noc(-c2cc(OC)c(OC)c(OC)c2)n1	-9%	8.1%	-4%	3%	9%
COc1ccccc1NC(=O)NNC(=O)c1cc2ccccc2cc1O	-6%	1.3%	-5%	-14%	23%
Cc1ccc(-c2nc(S(=O)(=O)c3ccccc3)c(SCC(=O)NCC3CCCO3)o2)cc1 (stereo not drawn)	-4%	i	10%	-8%	-4%
CCOC(=O)c1ccccc1NC(=O)/C(C)=C/C(=O)O	4%	i	2%	-7%	20%
c1ccc(CN2CCN(C(c3ccccc3)c3ccccc3)CC2)cc1	8%	i	7%	51%	1%
CC1=C(n2ccnc2)CCC1=O	0%	1.1%	-3%	-1%	-3%
COC(=O)c1cc(OC)c(OC)cc1NC(=O)c1ccccc1	6%	1.1%	3%	1%	-5%
O=C(COC(=O)c1c(Cl)cccc1Cl)NCC1CCCO1 (stereo not drawn)	0%	1.9%	-5%	9%	8%
O=C(c1ccccc1)N1CCN(C(=S)NCCc2ccccc2)CC1	3%	0.7%	-5%	52%	-1%
COc1ccc(NC(=O)c2coc(C)c2)cc1	-1%	0.7%	16%	17%	10%
COc1cc(/C(C#N)=C/c2cccc3ccccc23)c([N+](=O)[O-])cc1OC	4%	0.8%	-8%	-7%	9%
O=C(CSc1ncnc2c1cnn2-c1ccccc1)NCC1CCCO1 (stereo not drawn)	-7%	3.9%	8%	22%	-11%
CCc1ccc(NC(=S)N2CCN(C)CC2)cc1	6%	0.2%	0%	-5%	-8%
O=c1c(Cc2ccc(Cl)cc2Cl)c(O)ccn1CCCN1CCOCC1	-4%	0.1%	8%	6%	0%
O=C1CCCN1C(=O)CSc1ncnc2sccc12	.	0.7%	.	.	-3%
CCC(=O)c1ccc(OCC(=O)N2CCCC2)c(OC)c1	4%	i	4%	-1%	-8%
C/C=C/Cn1c(SCc2ccc(C)cc2)nc2c1c(=O)[nH]c(=O)n2C	0%	0.4%	-1%	23%	-18%
Nc1nnc(SCc2ccc(F)cc2)s1	4%	0.2%	8%	53%	5%
Cn1c(=O)c2c(nc(CN3CCN(c4cccc(Cl)c4)CC3)n2CCc2ccccc2)n(C)c1=O	24%	2.5%	4%	44%	12%
CCOc1ccccc1NC(=O)c1ccccc1-c1nc(-c2ccccc2OC)no1	8%	9.1%	-4%	40%	2%
CC(C)N(Cc1ccccc1)C(=O)CN1C(=O)COc2ccc(S(=O)(=O)N3CCCCCC3)cc21	2%	8.2%	-5%	23%	-10%
Cc1cc(C)c2[nH]c(O)c(N=NC3=NC(=O)CS3)c2c1	?	4.5%	11%	72%	-29%
CC(C(=O)C12CC3CC(CC(C3)C1)C2)N1CCOCC1 (stereo not drawn)	0%	i	-6%	-11%	-10%
Cc1c(Br)c([N+](=O)[O-])nn1CCCC(=O)N1CCN(c2ccccc2)CC1	1%	0.4%	-3%	20%	4%
O=C1c2ccccc2C(=O)N1Cc1nc2ccccc2c(=O)n1-c1cccnc1	-2%	i	16%	-6%	1%
CCCCn1c(=O)c(C(=O)Nc2ccccc2C)c(O)c2ccccc21	5%	5.9%	-6%	.	-25%
COc1ccc2ccc(C(C)(C(C)=O)C(=O)OC(C)C)cc2c1 (stereo not drawn)	-4%	0.9%	.	-2%	14%
CCCN1Cc2cccc(C(=O)N3CCN(c4ccc(OC)cc4)CC3)c2C1=O	6%	1.1%	-2%	8%	-1%
CN1CCC(N(C)C(=O)COc2ccccc2-c2ccccc2)CC1	-1%	i	18%	16%	0%
COc1cc2c(cc1OC)C(C)N(C(=O)c1cccc([N+](=O)[O-])c1)CC2 (stereo not drawn)	0%	0.7%	10%	5%	1%
CC(C)CNC(=O)/C(C#N)=C1\N=C(NC(=O)c2ccco2)c2ccccc21	12%	3.5%	0%	47%	5%
Fc1ccc(CN2CC[C@H]3C=CCc4cccc(c43)C2)cc1	5%	i	.	8%	4%
O=C1OCC(CO)(CO)N=C1NNc1ccccc1[N+](=O)[O-]	-9%	0.3%	0%	4%	17%
CN(C)c1nc(N)nc(CSc2nnnn2-c2cccc3ccccc23)n1	-1%	1.9%	-11%	4%	-9%
CC(=O)Nc1ccc(NC2CCCCC2NS(=O)(=O)c2ccccc2)cc1 (stereo not drawn)	-8%	0.6%	1%	9%	-9%
CC1Cc2ccccc2N1C(=O)COC(=O)Cn1cnc2ccccc2c1=O (stereo not drawn)	5%	5.3%	1%	-7%	12%
COc1ccccc1CC(NC(C)=O)C(=O)NC1CCN(S(=O)(=O)c2ccccc2)CC1 (stereo not drawn)	.	2.6%	.	.	1%
O=C(NC(Cc1c[nH]c2ccccc12)C(=O)O)/C(=C/c1ccc(F)cc1)NC(=O)c1ccccc1 (stereo not drawn)	-6%	0.7%	-8%	-2%	-9%
NCCc1nnc(SCc2ccc(F)cc2)o1	-12%	2.1%	7%	8%	-7%
(further entries)
SMILES	H37Rv inhibition	VEEV TC-83 Vero	PhoP GFP inhibition	tuberculosis growth	influenza NS1A	others
COc1cccc(CNC(=O)CC2C(=O)NCCN2CCCc2ccccc2)c1 (stereo not drawn)	0%	1.2%	-1%	15%	-1%
C/C(=N\NC(=O)CNc1cccc(C)c1)c1ccc(Br)s1	2%	3.0%	-6%	5%	1%
O=C(CNC(=O)c1ccc(S(=O)(=O)N2CCCC2)cc1)N/N=C/c1ccccc1Cl	-1%	i	12%	11%	6%
Cc1ccc(NC(=O)CN2C(=O)/C(=C\c3cccs3)SC2=S)cc1	5%	i	-7%	1%	-7%
CS(=O)(=O)N(Cc1ccccc1Cl)c1ccc(C(=O)NCc2cccnc2)cc1	3%	i	2%	3%	-9%
O=C(NCC1CCCO1)c1ccc2c(c1)ncn2-c1cccc(F)c1 (stereo not drawn)	-11%	2.2%	2%	-19%	-13%
CCCN(CCC)C(=O)c1cc(-c2ccc3c(c2)OCO3)nc2ccccc12	4%	6.2%	-2%	54%	-13%
O=c1c(Cl)c(N2CCOCC2)cnn1-c1ncc(C(F)(F)F)cc1Cl	-3%	0.4%	7%	-2%	5%
CCc1nnc(NC(=O)CCN2C(=O)c3ccccc3S2(=O)=O)s1	2%	1.5%	-13%	-4%	-6%
CCCCNC(=O)NC1CCCC1	-10%	0.5%	-20%	70%	-6%
CCc1ccc(C(=O)N/N=C/c2ccncc2)s1	3%	1.6%	-8%	32%	11%
COc1ccc(N(C)C(=O)CCS(=O)(=O)c2cccc3nsnc23)cc1	6%	1.0%	2%	-9%	1%
COc1ccc(CC(=O)N/N=C(\C)CC(=O)Nc2ccc(N(C)C)cc2)cc1	-1%	i	-5%	-16%	9%
CCOC(=O)CC[C@H](NC(=O)Cn1cnc(C(=O)Nc2ccc(C)c(C)c2)n1)C(=O)OCC	.	0.2%	.	.	-7%
COc1ccc(CN2CCN(C(=O)Cn3c(=O)oc4cc(Cl)ccc43)CC2)c(OC)c1OC	-7%	i	-11%	-3%	2%
Cc1ccc2nc(-c3cccnc3SCC(=O)N3c4ccccc4CC3C)[nH]c2c1 (stereo not drawn)	14%	2.8%	-9%	14%	4%
Cc1ccc(CNC(=O)COc2ccc(S(=O)(=O)N3CCOCC3)cc2)cc1	0%	1.7%	-1%	-2%	-10%
O=C(COC(=O)Cc1c[nH]c2ccccc12)Nc1c(Cl)cccc1C(F)(F)F	-8%	2.5%	-5%	6%	-7%
COc1cc(C(=O)Nc2ccc(NC(=O)c3cccc(Cl)c3)nc2)cc(OC)c1OC	.	9.6%	.	.	7%
CC(NS(=O)(=O)c1ccc(Br)s1)c1ccccc1 (stereo not drawn)	13%	0.6%	-20%	15%	-30%
COc1cc(NC(=O)COC(=O)CCOc2ccc(C)cc2)cc(OC)c1	7%	8.9%	2%	75%	-5%
O=C(NC(=S)NC(CO)c1ccccc1)c1ccc(F)cc1 (stereo not drawn)	-6%	1.4%	-3%	37%	19%
CC(=O)N1CCN(C(=O)c2cc(S(=O)(=O)NCc3ccccc3)ccc2C)CC1	-4%	1.3%	-2%	-8%	-4%
COc1cnn(Cc2ccccc2)c(=O)c1SCc1ccccc1	4%	0.3%	14%	30%	12%
CCN1CCCC1CNC(=O)c1ccc(N2CCOCC2)c(NS(=O)(=O)c2ccc(OC)cc2)c1 (stereo not drawn)	-2%	0.7%	2%	2%	11%
COc1ccc(CN2CCN(C(=O)c3ccc(S(=O)(=O)NCc4ccco4)cc3)CC2)cc1F	.	5.1%	.	.	-11%
CCOC(=O)c1nnn(-c2nonc2OC)c1-c1ccccc1	1%	0.2%	5%	14%	-4%
COc1ccc(C(=O)n2nc(-c3ccco3)nc2N)cc1	-4%	0.9%	4%	-24%	-5%
CNC(=O)c1c(NC(=O)c2ccc(S(=O)(=O)N3CCCCC3C)cc2)sc2c1CCN(C)C2 (stereo not drawn)	-8%	7.6%	-1%	50%	-4%

Already shown: three of the compounds above.
SMILES	H37Rv inhibition	VEEV TC-83 Vero	PhoP GFP inhibition	tuberculosis growth	influenza NS1A	others
CCOC(=O)c1nnn(-c2nonc2OC)c1-c1ccccc1	1%	0.2%	5%	14%	-4%
COc1ccc(C(=O)n2nc(-c3ccco3)nc2N)cc1	-4%	0.9%	4%	-24%	-5%
CNC(=O)c1c(NC(=O)c2ccc(S(=O)(=O)N3CCCCC3C)cc2)sc2c1CCN(C)C2 (stereo not drawn)	-8%	7.6%	-1%	50%	-4%

Bioassay records deposited in PubChem by Southern Research Specialized Biocontainment Screening Center.
